Pol iota inh – inhibitors of human DNA polymerase iota; Pol iota fluorescent replication assay, 10 min; Potency, µM (doses to about 115 µM), for the others: top-dose activity, negative = inhibition, most hits filed as inhibitors; 390,000 compounds, 1% hits; AID 588590; also: potency is read from the fitted curve at half-maximal effect
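Fluorescent replication assay read twice, at 0 min and 10 min after adding 50 nM (final) substrate. Enzyme (10 nM) and compounds were first incubated 15 min at room temperature; enzyme-free buffer wells were negative controls.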
POLB inh – DNA polymerase beta (human) inhibition | Pol beta primer extension/strand displacement, fluorescence kinetic | 340,000 compounds, 1.3% hits | P06746 | Potency, µM (highest dose often 114 µM), for the others: at the highest dose activity change, negative = inhibition, actives largely listed as inhibitors; also: potency is read from the fitted curve at half-maximal effect; % is scaled to controls: 0 for no effect and ±100 for the full control effect
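10 nM enzyme + cpd, 15 min RT; start with substrate 50 nM final; read 0 min and after 10 min RT. Corrected, normalized data; 4-parameter Hill curve fit.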
Glioma ERSR ind – inducers of ER stress response in human glioma cells. U87-MG GRP78 promoter luciferase reporter, 16 h. Potency, µM, for the others: at the highest dose activation, usual class: activators. 420,000 compounds, 0.02% hits; also: potency is read from the fitted curve at half-maximal effect; series mostly up to about 76 µM; % of control where 0% means no effect; nearly all actives have a fitted effect of over 35% in size
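Stably transfected U87-MG glioma cells carrying a GRP78-based luciferase sensor; 16 h compound incubation. Luminescence end-point read 10 min after Bright-Glo addition at room temperature.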
Anesthetic bind – binds horse apoferritin like a general anesthetic. Potency, µM (top dose mostly 77.5 µM), inactives show at the highest dose activity change, negative = displacement, hits mostly inhibitors. 350,000 compounds, 0.074% hits. P02791. AID 485281. apoferritin/1-aminoanthracene competitive binding, fluorescence; also: potency is read from the fitted curve at half-maximal effect; % is scaled to controls: 0 for no effect and ±100 for the full control effect; nearly all actives have a fitted effect of over 20% in size
Target sequence (P02791 2-175 limits assumed): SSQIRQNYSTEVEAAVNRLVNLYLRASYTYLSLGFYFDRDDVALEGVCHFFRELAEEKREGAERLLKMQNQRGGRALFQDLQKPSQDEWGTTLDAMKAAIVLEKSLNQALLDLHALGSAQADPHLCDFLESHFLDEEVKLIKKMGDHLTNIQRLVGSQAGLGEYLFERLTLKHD
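Apoferritin-based anesthetic binding model; compound displacement of fluorescent 1-AMA measured as endpoint fluorescence after 10 minutes at room temperature, scaled to free-ligand and complex controls.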
BLM inh – Bloom syndrome helicase (human) inhibition | P54132 | recombinant BLM DNA unwinding, fluorescence dequenching | Potency, µM (series often up to 56.1 µM), inactives show at the top dose activity change, negative = inhibition, actives largely listed as inhibitors | 350,000 compounds, 0.2% hits;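 also: potency is read from the fitted curve at half-maximal effect; plate controls were vehicle for no effect and no enzyme for full effect; nearly all actives have a fitted effect of over 35% in size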
APE1 inh – blocks human APE1 abasic DNA cleavage | 350,000 compounds, 0.35% hits | AID 2517 | Potency, µM (top dose mostly 65.8 µM), for the others: at the highest dose activity change, negative = inhibition, usual class: inhibitors | recombinant APE1, TAMRA/BHQ-2 abasic DNA cleavage fluorescence;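 also: potency is read from the fitted curve at half-maximal effect; plate controls were vehicle for no effect and reference inhibitor for full effect; nearly all actives have a fitted effect of over 55% in size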
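Incision of a quenched TAMRA/BHQ-2 THF abasic-site duplex (50 nM) by 0.75 nM APE1, after 15 min compound preincubation, measured as fluorescence increase over three 60 s reads. Values normalized to buffer, DMSO and NSC13755 control wells.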
POLH inh – inhibitors of human DNA polymerase eta; Q9Y253; recombinant Pol eta, fluorescent DNA replication assay; Potency, µM (doses to about 114 µM), for the others: top-dose activity change, negative = inhibition, usual class: inhibitors; 390,000 compounds, 1.2% hits; also: potency is read from the fitted curve at half-maximal effect; % is scaled to controls: 0 for no effect and ±100 for the full control effect
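Pol eta at 10 nM preincubated with compounds 15 min at room temperature; reaction started with fluorescent substrate (50 nM final) and read kinetically at 0 and 10 min.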
Pol kappa inh – DNA polymerase kappa (human) inhibition; 400,000 compounds, 0.53% hits; Potency, µM (titrated, usually from 107 µM), inactives show top-dose activity, negative = inhibition, usual class: inhibitors; AID 588579; purified Pol kappa, fluorescent DNA synthesis assay, 10 min; Q9UBT6; also: potency is read from the fitted curve at half-maximal effect; % is scaled to controls: 0 for no effect and ±100 for the full control effect
Target sequence (Q9UBT6 whole entry, looked up): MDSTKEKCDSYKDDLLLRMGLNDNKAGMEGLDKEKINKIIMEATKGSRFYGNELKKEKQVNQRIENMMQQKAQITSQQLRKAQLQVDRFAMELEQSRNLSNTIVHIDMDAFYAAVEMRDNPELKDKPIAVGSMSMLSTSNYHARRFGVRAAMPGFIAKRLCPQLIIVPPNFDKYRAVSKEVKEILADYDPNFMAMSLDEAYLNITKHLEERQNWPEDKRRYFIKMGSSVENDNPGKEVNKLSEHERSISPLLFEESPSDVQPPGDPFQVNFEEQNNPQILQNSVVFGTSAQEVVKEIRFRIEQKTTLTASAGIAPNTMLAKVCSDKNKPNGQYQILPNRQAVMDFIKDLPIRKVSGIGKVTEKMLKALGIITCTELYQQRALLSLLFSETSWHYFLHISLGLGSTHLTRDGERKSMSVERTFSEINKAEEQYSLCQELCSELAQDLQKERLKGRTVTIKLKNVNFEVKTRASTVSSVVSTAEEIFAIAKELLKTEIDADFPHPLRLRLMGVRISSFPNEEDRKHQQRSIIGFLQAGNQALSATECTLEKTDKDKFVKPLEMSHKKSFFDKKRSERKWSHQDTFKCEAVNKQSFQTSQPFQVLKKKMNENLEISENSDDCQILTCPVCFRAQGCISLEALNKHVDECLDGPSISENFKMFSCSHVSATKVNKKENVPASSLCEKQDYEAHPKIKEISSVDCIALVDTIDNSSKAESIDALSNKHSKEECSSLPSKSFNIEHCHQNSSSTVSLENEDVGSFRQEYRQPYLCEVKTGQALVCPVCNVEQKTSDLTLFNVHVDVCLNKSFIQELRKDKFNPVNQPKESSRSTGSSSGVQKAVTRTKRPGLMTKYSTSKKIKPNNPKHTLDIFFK
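Pol kappa 10 nM + cpd, 15 min RT; start w/ substrate 50 nM final; fluorescence kinetic read, 0 and 10 min. Neg ctrl: buffer, no enzyme.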
LDHA inh – LDHA (human) enzyme inhibition. activity change, % (values are at about 110 or 230 µM). 480,000 compounds, 0.15% hits. P00338. purified LDHA, NADH/diaphorase-resazurin fluorescence; hits give low values; in the data active = activity change below about -30%; inconclusive = mostly about -25% to -30%;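 also: plate controls were DMSO wells for no effect and wells without enzyme for full effect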
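Enzyme activity of human lactate dehydrogenase 5 (2 nM; 0.06 mM NADH, 0.2 mM pyruvate, 5 min, RT) is measured via a resazurin/diaphorase fluorescence readout of residual NADH.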
An asterisk follows results filed as active; ? = inconclusive; / = no result given; [ ] = remark or other dose. Unless noted, calls follow the shape of the dose curve; as a rule, active = well fitted curve in the direction sought with a large enough effect; inconclusive = small, poorly fitted or top-dose-only effect, or another doubt; inactive = no such curve, though single readings can be large; an effect the other way counts as inactive or inconclusive.

Labels used below – A = Pol iota inh; B = POLB inh; C = Glioma ERSR ind; D = Anesthetic bind; E = BLM inh; F = APE1 inh; G = POLH inh; H = Pol kappa inh; I = LDHA inh
1: Cn1cc(/C(Cc2ccccc2)=N\O)c2ccccc21
  A: 0%; B: 0%; C: 0%; D: ?; E: -5%; F: 1%; G: 2%; H: -13%; I: -2
2: CN(CCCNC(=O)C1CCCN(S(=O)(=O)c2cnc[nH]2)C1)c1ccccc1 (configuration not stated)
  A: 19%; B: 5%; C: -2%; D: -3%; E: -1%; F: -6%; G: -13%; H: 4%; I: 1
3: Cc1ccc(NC(=O)c2nc3nccc(C)n3n2)c(C)c1
  A: 21%; B: 9%; C: 0%; D: 2%; E: 1%; F: -9%; G: -15%; H: 2%; I: -2
4: COc1ccc(Cl)cc1NC(=O)CN(C)C(=O)c1ccc(N2CCCCC2)c([N+](=O)[O-])c1
  A: -6%; B: /; C: -1%; D: /; E: /; F: 16%; G: -21%; H: -1%; I: 5
5: O=C(Cc1ccc(F)cc1)NCc1cccnc1
  A: 28%; B: -24%; C: -2%; D: 0%; E: -5%; F: 4%; G: -11%; H: 5%; I: -1
6: C=CCSc1nsc(NC(=O)Nc2cccc(C(C)=O)c2)n1
  A: -1%; B: -1%; C: 0%; D: -9%; E: 0%; F: 14%; G: -16%; H: 4%; I: 1
7: Nc1ccc2nc(CCCCCCCCc3nc4ccc(N)cc4[nH]3)[nH]c2c1
  A: -1%; B: 21%; C: 3%; D: -5%; E: 7%; F: 8%; G: 2%; H: -18%; I: 4
8: O=C(C[n+]1ccccc1)Nc1ccccc1C(F)(F)F
  A: -5%; B: 20%; C: -2%; D: -4%; E: 0%; F: 1%; G: -6%; H: 9%; I: -1
9: Cn1cnc([N+](=O)[O-])c1Sc1n[nH]c(N)n1
  A: 27%; B: 2%; C: -1%; D: -13%; E: 0%; F: 1%; G: -19%; H: 3%; I: -1
10: COCCNc1ncnc2nc[nH]c12
  A: -5%; B: 27%; C: -4%; D: -9%; E: -3%; F: -4%; G: -1%; H: -1%; I: 2
11: NS(=O)(=O)c1cccc(NC(=O)/C=C/c2cccs2)c1
  A: 190%[activator]; B: 7%; C: -2%; D: -4%; E: -2%; F: 8%; G: 0%; H: -11%; I: -4
12: Cc1ccc(CN2CCNC(=O)C2CC(=O)O)cc1 (configuration not stated)
  A: 6%; B: -8%; C: 0%; D: -11%; E: 3%; F: 7%; G: -17%; H: 4%; I: -4
13: COc1cccc(Nc2ncc3ncc(=O)n(C[C@H]4CCCO4)c3n2)c1
  A: /; B: /; C: -5%; D: /; E: 1%; F: 2%; G: /; H: -1%[60.1 µM]; I: /
14: O=C(CCCN1C(=O)c2cccc3cccc(c23)C1=O)NCc1cccs1
  A: 115%[activator]; B: 3%; C: -1%; D: -4%; E: 2%; F: 3%; G: -7%; H: -13%; I: -7
15: CC(=O)N(C)c1ccc(NC(=O)Nc2cccc3ccccc23)cc1
  A: -4%; B: -1%; C: 17%; D: -13%; E: -6%; F: 0%; G: 1%; H: -3%; I: -1
16: Cc1cccc(NS(=O)(=O)c2coc(C(N)=O)c2)c1C
  A: -24%; B: 1%; C: -2%; D: -14%; E: 0%; F: -11%; G: -5%; H: 15%; I: -2
17: CC(=O)c1ccc(OCCCOc2cccc3cccnc23)cc1
  A: -4%; B: -18%; C: -1%; D: ?; E: 5%; F: 6%; G: -6%; H: 7%; I: -1
18: CC(C)OC(=O)c1cccc(C(=O)Oc2ccccc2)n1
  A: ?; B: 32%; C: -3%; D: -16%; E: -1%; F: -3%; G: 1%; H: 2%; I: -2
19: CCc1cc2c(=O)n(Cc3ccco3)c(SCc3c(C)noc3C)nc2s1
  A: 14µM*; B: 0%; C: ?; D: 5%; E: -6%; F: -3%; G: -19%; H: -12%; I: 0
20: NC(=O)C1(N2CCCCC2)CCN(CC(=O)Nc2ccccc2-c2ccccc2)CC1
  A: 3%; B: 2%; C: -3%; D: 0%; E: -2%; F: 4%; G: 1%; H: -10%; I: -7
21: NC(=O)C1CCN(C2=C(NS(=O)(=O)c3ccccc3)C(=O)c3ccccc3C2=O)CC1
  A: 29%; B: 9%; C: -6%; D: -4%; E: -3%; F: 13%; G: 2%; H: -9%; I: 33
22: COc1ccc(CC(=O)N/N=C/c2cccs2)cc1OC
  A: 11%; B: 11%; C: 0%; D: 0%; E: 0%; F: 17%; G: -10%; H: 5%[60.1 µM]; I: -3
23: CSCCC(NC(=O)COc1ccccc1)C(=O)OCc1ccc([N+](=O)[O-])cc1 (configuration not stated)
  A: 8%; B: /; C: -7%; D: /; E: /; F: -2%; G: -13%; H: -9%; I: -8
24: COc1ccc(Br)cc1CN1CCSCC1
  A: -2%; B: 23%; C: -1%; D: -5%; E: 3%; F: 10%; G: -12%; H: 3%; I: -15
25: CC(C(=O)N(C)CC(=O)Nc1ccccc1C(F)(F)F)N1C(=O)c2ccccc2C1=O (configuration not stated)
  A: 31%[activator]; B: /; C: -2%; D: /; E: /; F: -3%; G: -19%; H: -8%; I: -3
26: Cc1ccc([C@H]2C(C(=O)O)=C[C@@H](C(C)(C)C)N2S(=O)(=O)c2ccc(C)cc2)cc1
  A: 17%; B: /; C: -1%; D: /; E: /; F: 10%; G: -22%; H: -7%; I: -6
27: CN(C)S(=O)(=O)c1cccc(NC(=S)N(CCC#N)Cc2cccnc2)c1
  A: 173%[activator]; B: 11%; C: -5%; D: -6%; E: 2%; F: 3%; G: -12%; H: -2%; I: -8
28: O=C(OCc1ccccc1)C1=NNC2C(=O)N(c3ccc(Br)cc3)C(=O)C12 (configuration not stated)
  A: 7%; B: 33%; C: 1%; D: -9%; E: -2%; F: 15%; G: -18%; H: -1%; I: -3
29: COC(=O)C1=C(C)N=C2SC(C#N)=C(N)N2C1c1ccc(OC)cc1 (configuration not stated)
  A: -3%; B: 0%; C: 4%; D: -5%; E: -6%; F: 12%; G: -11%; H: -4%; I: -5
30: COc1c(O)ccc2c1CN1CCc3cc4c(cc3C1C2)OCO4 (configuration not stated)
  A: ?; B: 28%; C: -3%; D: -14%; E: -14%; F: 12%; G: -1%; H: -21%; I: 21
31: Cc1nc(NCc2cccnc2)c2c3c(sc2n1)CC(C)CC3 (configuration not stated)
  A: -11%; B: -1%; C: 4%; D: -9%; E: -5%; F: -4%; G: -14%; H: -6%; I: -10
32: CSc1nc(C)cc(SC(C(C)=O)C(=O)Nc2ccccc2)n1 (configuration not stated)
  A: 6%; B: 35%; C: -2%; D: -11%; E: -1%; F: 13%; G: 5%; H: -17%; I: 4
33: CCC1(c2ccccc2)NC(=S)N(c2ccc(C)cc2)N1 (configuration not stated)
  A: 17%; B: 2%; C: 10%; D: -12%; E: -11%; F: -2%; G: -20%; H: 6%; I: 6
34: COc1ccc(OCC(=O)Nc2cccc(OC)c2)cc1
  A: 10%; B: 6%; C: 5%; D: 9%; E: -2%; F: -7%; G: 4%; H: 1%; I: -16
35: CC(C)CC(=O)Nc1ccc(-c2nnn(CC(=O)NCc3ccco3)n2)cc1
  A: 79µM*; B: ?; C: 4%; D: -19%; E: -2%; F: -5%; G: 16%; H: -25%; I: -8
36: Cc1ccc(NC(=O)C2CCCN(C(=O)c3cnn(-c4ccccc4)c3-n3cccc3)C2)cc1 (configuration not stated)
  A: 1%; B: 28%; C: -2%; D: -3%; E: -5%; F: /; G: -11%; H: -6%; I: -20
37: CCN(CC)CCCSc1nc2ccccc2s1
  A: 117%[activator]; B: -6%; C: 8%; D: 2%; E: 46%[activator]; F: -2%; G: -14%; H: 0%; I: -13
38: Cc1cc(C)n2nc(C(=O)Nc3ccc4c(c3)CCC4)nc2n1
  A: 81%[activator]; B: 0%; C: 1%; D: -6%; E: 0%; F: -2%; G: -14%; H: 3%; I: -2
39: Cc1cc(NCCCOC(C)C)n2c(nc3ccccc32)c1C#N
  A: -20%; B: -6%; C: -1%; D: 217%[activator]; E: -4%; F: -3%; G: 14%; H: 9%; I: 2
40: CC(NC(=O)Oc1cccc2ccccc12)c1ccccc1 (configuration not stated)
  A: -18%; B: /; C: 1%; D: /; E: /; F: /; G: -19%; H: -12%; I: 18

Rewritten as tab-separated lines: part of the list above.
#	Structure	Pol iota inh	POLB inh	Glioma ERSR ind	Anesthetic bind	BLM inh	APE1 inh	POLH inh	Pol kappa inh	LDHA inh
28	O=C(OCc1ccccc1)C1=NNC2C(=O)N(c3ccc(Br)cc3)C(=O)C12 (configuration not stated)	7%	33%	1%	-9%	-2%	15%	-18%	-1%	-3
29	COC(=O)C1=C(C)N=C2SC(C#N)=C(N)N2C1c1ccc(OC)cc1 (configuration not stated)	-3%	0%	4%	-5%	-6%	12%	-11%	-4%	-5
30	COc1c(O)ccc2c1CN1CCc3cc4c(cc3C1C2)OCO4 (configuration not stated)	?	28%	-3%	-14%	-14%	12%	-1%	-21%	21
31	Cc1nc(NCc2cccnc2)c2c3c(sc2n1)CC(C)CC3 (configuration not stated)	-11%	-1%	4%	-9%	-5%	-4%	-14%	-6%	-10
32	CSc1nc(C)cc(SC(C(C)=O)C(=O)Nc2ccccc2)n1 (configuration not stated)	6%	35%	-2%	-11%	-1%	13%	5%	-17%	4
33	CCC1(c2ccccc2)NC(=S)N(c2ccc(C)cc2)N1 (configuration not stated)	17%	2%	10%	-12%	-11%	-2%	-20%	6%	6
34	COc1ccc(OCC(=O)Nc2cccc(OC)c2)cc1	10%	6%	5%	9%	-2%	-7%	4%	1%	-16
35	CC(C)CC(=O)Nc1ccc(-c2nnn(CC(=O)NCc3ccco3)n2)cc1	79µM*	?	4%	-19%	-2%	-5%	16%	-25%	-8
36	Cc1ccc(NC(=O)C2CCCN(C(=O)c3cnn(-c4ccccc4)c3-n3cccc3)C2)cc1 (configuration not stated)	1%	28%	-2%	-3%	-5%	/	-11%	-6%	-20
37	CCN(CC)CCCSc1nc2ccccc2s1	117%[activator]	-6%	8%	2%	46%[activator]	-2%	-14%	0%	-13

Not all compounds are listed; count on the stated rates, not on these rows.
